E-sel inducer = induces E-selectin expression in human endothelial cells; P16581; HUVEC E-selectin immunofluorescence imaging; normalized: neutral wells 0, TNF-alpha wells 100; activation, % at 7.58 µM; 260,000 tested, 0.37% active; AID 686992;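 active = mean E-selectin-positive cell signal at least 10% of the positive control, reached in at least 60% of replicates, without over 20% cell loss; inconclusive = no rule given, readout overlaps actives, possibly toxicity-flagged; inactive = the rest, including those meeting only one limit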;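 also: in these data hits start at about 27%; measured in HUVEC primary endothelial cells; signal is the percent of cells scored E-selectin positive by PE staining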
Target sequence (P16581 whole entry, looked up): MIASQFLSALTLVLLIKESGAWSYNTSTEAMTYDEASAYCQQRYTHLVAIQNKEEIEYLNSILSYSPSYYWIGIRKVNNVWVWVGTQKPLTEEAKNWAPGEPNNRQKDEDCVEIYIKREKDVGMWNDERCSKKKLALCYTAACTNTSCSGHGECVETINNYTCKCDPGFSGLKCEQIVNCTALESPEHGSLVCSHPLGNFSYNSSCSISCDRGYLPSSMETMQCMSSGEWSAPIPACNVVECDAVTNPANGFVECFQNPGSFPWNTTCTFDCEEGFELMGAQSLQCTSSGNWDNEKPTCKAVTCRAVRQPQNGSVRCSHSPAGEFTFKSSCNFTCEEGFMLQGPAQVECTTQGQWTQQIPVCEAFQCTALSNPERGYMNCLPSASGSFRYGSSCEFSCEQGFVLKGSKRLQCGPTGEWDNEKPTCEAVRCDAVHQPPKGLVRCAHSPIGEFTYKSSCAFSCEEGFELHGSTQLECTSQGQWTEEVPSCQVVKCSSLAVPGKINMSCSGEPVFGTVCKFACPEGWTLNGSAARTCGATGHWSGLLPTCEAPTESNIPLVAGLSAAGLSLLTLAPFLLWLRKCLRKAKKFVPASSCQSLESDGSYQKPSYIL
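Test system: HUVEC | Signal: Immunofluorescence imaging | Read-out: Percent E-selectin-positive cells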
RAD52 anneal inh = blocks human RAD52 DNA annealing | AID 651710 | P43351 | 360,000 tested, 0.46% active | recombinant RAD52 DNA annealing, FRET fluorescence | inhibition, % at 18.7 µM;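 active = every replicate showing at least 50% inhibition; inconclusive = mean inhibition at least 50% but not in every replicate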
Target sequence (P43351 whole entry, looked up): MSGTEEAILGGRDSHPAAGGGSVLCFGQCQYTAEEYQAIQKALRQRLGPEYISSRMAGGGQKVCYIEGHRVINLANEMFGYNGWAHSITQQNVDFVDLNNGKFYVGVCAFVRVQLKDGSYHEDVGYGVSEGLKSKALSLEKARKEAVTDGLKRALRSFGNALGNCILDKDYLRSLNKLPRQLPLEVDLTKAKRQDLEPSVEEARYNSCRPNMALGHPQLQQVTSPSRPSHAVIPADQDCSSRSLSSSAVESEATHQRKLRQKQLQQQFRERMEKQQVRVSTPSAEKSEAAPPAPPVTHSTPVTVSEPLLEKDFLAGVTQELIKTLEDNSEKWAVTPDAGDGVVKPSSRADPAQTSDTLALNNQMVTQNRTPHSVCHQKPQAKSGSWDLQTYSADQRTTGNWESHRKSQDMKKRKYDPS
INS-1E GSIS act = GLuc luminescence reporter in INS-1E cells, primary screen for activators of glucose-dependent secretion of insulin; INS-1E GLuc reporter insulin secretion, 2-3 h; activation, % at 16.6 µM; 370,000 tested, 0.61% active;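 active = lowest replicate activation of at least 40%, so every replicate reaches that level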;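 also: 0% = median of neutral control wells and 100% = median of IBMX positive control wells; some compounds called inactive have numbers as strong as hits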
F508del corr = CFTR F508del correction in bronchial cells; CFBE cells, YFP halide quenching; stimulated with forskolin plus potentiator P3; % fluorescence drop versus neutral controls; activity (quench increase), % at 7.58 µM; 350,000 tested, 0.36% active;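 active = mean added fluorescence quench of at least 8% versus neutral control, with both replicates also reaching 8%; inconclusive = only one of the mean or replicate conditions met; inactive = mean below 8% and not both replicates reaching 8%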;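 also: cells transiently co-express mutant CFTR-F508del with the halide-sensitive YFP; corrector assay measuring rescue of mutant channel to the surface after 24 h compound exposure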
CASP6 VEID inh = inhibitors of human caspase-6; inhibition, % at 12.5 µM; purified caspase-6, Z-VEID-R110 cleavage fluorescence; 350,000 tested, 0.53% active; P55212;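 active = mean inhibition across replicates at least about 35%, with every replicate also reaching that limit, limit read from the data; inconclusive = only one of the two criteria met; inactive = neither criterion met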;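 also: 0% = median of neutral control wells and 100% = no fluorescence left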
RAD54 branch = inhibitors of human RAD54 branch migration; AID 602329; 360,000 tested, 0.14% active; RAD54 Holliday junction branch migration, FAM/BHQ fluorescence; inhibition, % at 10.4 µM; Q92698;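 active = mean normalized replicate activity at least 40 and at least half of replicates scoring 40 or more; inconclusive = only one of the two criteria met; inactive = mean below 40 and under half of replicates reaching 40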;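 also: 0% = median of neutral control wells and 100% = median of positive control wells; inhibitors cause a drop in the FAM fluorescence signal; in these data hits start at about 50%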
DENV2 CPE = protects cells from dengue virus 2 cytopathic effect | DENV2-infected cells, cytopathic effect rescue, plate reader | CPE inhibition, % at 9.99 µM | 350,000 tested, 1.7% active; in the data active = CPE inhibition above about 20%, passing the limit was not always enough; inconclusive = no clear call, values can overlap the other calls; tested in BHK-21 cells;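 also: 0% = median of neutral control wells and 100% = median of positive control wells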
XiGFP reactiv = activators of X-chromosome reactivation in mouse fibroblasts; XiGFP mouse fibroblasts, % GFP-positive cells imaging, 3 d; cells co-treated with 5-aza-dC sensitizer; scaled so ellipticine positive control = 100%; activation, % at 7.58 µM; 360,000 tested, 0.055% active;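 active = mean normalized replicate activation at least 10% and every replicate at or above 10%; inconclusive = only one of the two criteria met; inactive = mean below 10% and not all replicates reach 10%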;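 also: 0% = median of on-plate neutral control wells and 100% = ellipticine 6 µM median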
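Assay system – SV40-immortalized XiGFP fibroblast cells, line 68-5-11 · Buffer or medium – DMEM supplemented with 5-aza-dC as sensitizing agent · Dosing – one concentration, pinned · Benchmarks – positive control ellipticine, 6 µM final · Times – 3 days compound exposure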
Starred values were filed as active, the others as inactive; ? = inconclusive; . = no result given. Compounds were not picked by outcome, and some 3.7% of all compounds hit somewhere here.

SMILES | E-sel inducer | RAD52 anneal inh | INS-1E GSIS act | F508del corr | CASP6 VEID inh | RAD54 branch | DENV2 CPE | XiGFP reactiv
CCOc1ccc(S(=O)(=O)N2CCN(CC(O)COc3cccc([N+](=O)[O-])c3)CC2)cc1 (stereo not given) | 0.0 | -8 | -35 | -2.2 | 0 | -4 | 3 | 0.0
CCC(=O)Nc1ccc2c(c1)OC[C@H](C)N(Cc1nccs1)C[C@@H](C)[C@H](OC)CN(C)C2=O | 0.4 | -9 | 6 | 0.6 | -6 | -8 | . | 0.1
C[C@@H]1CN([C@@H](C)CO)C(=O)c2cc(NC(=O)Cn3cnnn3)ccc2O[C@@H]1CN(C)C(=O)Nc1cccc2ccccc12 | -5.2 | -12 | -5 | 1.8 | 7 | 2 | 13 | 0.3
Cc1ccc(NCc2cccc(B(O)O)c2)cc1 | . | -10 | 43* | 0.3 | 0 | -6 | -6 | 0.0
COC(=O)C(CC(C)C)N1CCC(=O)c2ccccc2S1(=O)=O (stereo not given) | -0.1 | -5 | 10 | 2.6 | -2 | -1 | 5 | -0.1
CCc1cc(-c2cnnn2Cc2ccccc2)ccc1-c1cn(CC(C)C)nn1 | 4.6 | -1 | -27 | 2.3 | 1 | 4 | 2 | 0.3
O=S1(=O)CCN(CCCc2ccccc2)CC1 | 0.1 | -8 | -8 | 1.3 | -7 | 3 | -1 | 0.1
Cc1ccc(NC(=O)C(=O)NCC2OCCc3ccccc32)cc1 (stereo not given) | 0.6 | -4 | 41 | 0.2 | -3 | 3 | 11 | 0.3
COc1ccc(NC(C)c2ccccc2)cc1 (stereo not given) | . | -7 | 4 | -1.1 | 1 | . | -3 | 0.1
Cc1ccc(S(=O)(=O)Nc2ccc3c(c2)C(=O)N([C@@H](C)CO)C[C@@H](C)[C@H](CN(C)C(=O)NC(C)C)OCCCC[C@@H](C)O3)cc1 | -0.1 | 13 | -1 | -2.4 | 1 | -12 | 1 | 0.0
CC(C)NC(=O)Nc1ccc2c(c1)CC(=O)N([C@H](C)CO)C[C@@H](C)[C@H](CN(C)Cc1ccc(C(=O)O)cc1)O2 | -2.3 | -4 | 17 | -0.1 | -1 | 10 | ? | -0.1
C/C=C/c1ccc([C@@H]2[C@@H](CO)N(Cc3ccccn3)[C@H]2CNC(C)=O)cc1 | 0.0 | -53 | 6 | -2.2 | 0 | -5 | -3 | 0.0
CCCn1c(=O)c2ccccc2n2c(SCCOc3ccccc3)nnc12 | . | -13 | -1 | 4.1 | . | -6 | -6 | .
O=C(CN1CCCCCC1)Nc1cccc([N+](=O)[O-])c1 | . | -16 | 1 | -2.0 | 0 | 3 | 4 | -0.2
CN1C(=O)c2cc(NC(=O)c3ccccc3Cl)ccc2OC[C@H]2O[C@H](CC(=O)O)CC[C@@H]21 | 0.0 | -2 | 4 | 0.2 | 1 | 1 | -11 | 0.0
COc1cccc(C(=S)N2CCCC2)c1OC | 0.9 | -19 | 2 | -1.3 | 0 | -10 | 5 | 0.0
Cc1ccc(Cl)cc1NC(C#N)c1ccccc1 (stereo not given) | . | -13 | 10 | -0.1 | 2 | . | -1 | 0.4
O=C(O)C1CCCCC1C(=O)NC(c1ccccc1)c1ccccc1 (stereo not given) | -1.1 | 6 | -9 | 1.7 | -2 | . | 2 | 0.0
Oc1ccccc1N=Cc1c(O)ccc2ccccc12 | 0.6 | -15 | -17 | . | 0 | -31 | -1 | 0.1
COc1cc(Cl)c(C)cc1NC(=O)COC(=O)C1=COCCO1 | 0.4 | -20 | -10 | 1.5 | -4 | -1 | 0 | 0.8
COc1cccc(NC(=O)Nc2ccc3c(c2)C(=O)N(C)C[C@@H](OC)[C@H](C)CN[C@H](C)CO3)c1 | 0.2 | 59* | 5 | -2.1 | 0 | 17 | -1 | -0.1
COCCN1C(=O)c2ccccc2C1c1nnnn1-c1ccc2c(c1)OCCO2 (stereo not given) | 3.5 | -19 | 2 | 0.6 | 1 | . | -8 | -0.1
Cc1ccc(C)c(C(C)NC(=S)NCc2ccc(F)cc2)c1 (stereo not given) | -0.7 | -15 | -43 | 1.7 | 1 | 3 | -5 | 0.2
COc1ccccc1NC(=O)N1C[C@@H](O)COC[C@@H]2O[C@@H](CC(=O)NCc3ccccc3)CC[C@H]21 | 0.0 | 12 | -5 | -0.2 | 3 | -1 | -3 | 0.0
Cc1cc(NC(=O)COC(=O)CNS(=O)(=O)c2c(F)cc(F)cc2Br)no1 | -0.1 | -12 | 2 | -0.9 | 0 | 1 | -7 | 0.5
COc1ccc(NC(=O)N[C@H]2CC[C@@H](CCNC(=O)Nc3cc(F)ccc3F)O[C@@H]2CO)cc1 | 0.1 | . | -6 | -1.1 | . | . | . | -0.4
CC(=O)c1ccc(NC(=O)/C(=C\c2cccs2)NC(=O)c2ccco2)cc1 | . | -55 | 19 | -1.8 | -2 | . | -9 | 0.3
CCOc1ccc(CC(=O)N2CCN=C2SCc2ccc([N+](=O)[O-])cc2)cc1 | . | -23 | -16 | 1.4 | -1 | . | 15 | 0.0
O=C(Nc1nc2ccccc2[nH]1)NC1CCCCC1 | 2.0 | -2 | 3 | -2.0 | -2 | -4 | 12 | -0.1
COc1ccc(-c2nc(-c3ccc(Br)o3)no2)cc1 | 0.1 | -21 | . | -3.1 | 6 | -9 | -2 | 0.0
CCn1c(SCc2ccc([N+](=O)[O-])cc2)nnc1C(C)NC(=O)c1ccc(C)cc1 (stereo not given) | -0.4 | . | -21 | . | . | 0 | . | 0.0
O=C(C1CC1)N1CC(=O)N2[C@@H](CO)[C@@H](c3ccc(-c4cccnc4)cc3)[C@@H]2C1 | -0.1 | 0 | 2 | -0.2 | -8 | . | 12 | 0.0
COc1ccc(S(=O)(=O)n2nc(C)cc2C)c(C)c1C | . | -13 | 9 | 1.0 | 3 | . | . | .
CC(=O)N1CCc2cc(S(=O)(=O)CCC(=O)N3CCN(c4ccccc4)CC3)ccc21 | . | -22 | -1 | -1.6 | 1 | -5 | -1 | 0.1
CCc1nnc(NC(=O)c2c(-c3ccccc3)noc2C)s1 | . | -11 | 25 | -3.3 | 3 | 4 | -1 | 0.0
O=C(/C=C/c1cccc(Br)c1)Nc1nn[nH]n1 | . | -14 | 1 | -0.2 | -2 | . | 4 | 0.0
COc1cccc(CN2CCC2(C)C(=O)Nc2ccc(C)c(O)c2)c1F (stereo not given) | 0.0 | -16 | -36 | 3.3 | -4 | 2 | 1 | -0.1
CC(C)NC(=O)CCCN1C(=O)c2ccccc2Sc2ncccc21 | 0.0 | -8 | 1 | 0.4 | 0 | -9 | 8 | 0.1
CN(C)/C=C/C(=O)c1cnc2n(c1=O)CCS2 | . | -11 | 15 | 1.1 | 2 | . | 0 | 0.3
COCC#Cc1ccc2c(c1)O[C@H](CN(C)C(=O)c1ccccc1)[C@H](C)CN([C@@H](C)CO)S2(=O)=O | -0.2 | -4 | 21 | 2.9 | -3 | 5 | 0 | 0.1
CCOC(=O)C1(Cc2ccccc2)CCCN(Cc2ccc(OCCO)cc2)C1 (stereo not given) | 0.3 | -14 | 5 | -1.4 | 2 | -9 | 3 | 0.0
CC(C)CC#Cc1ccc([C@H]2[C@H](CO)N3CCCCN(C(=O)Nc4ccccc4)C[C@@H]23)cc1 | -0.3 | -9 | -14 | 1.4 | . | 2 | . | 0.0
O=C(COc1ccccc1F)N1CCCc2ccccc21 | . | -6 | 0 | -1.4 | -2 | 0 | -2 | 0.0
Cc1ccc2c(c1)C(=O)OC1(O)C3C4C=CC(C4)C3C(=O)N21 (stereo not given) | 0.2 | -7 | 2 | -0.9 | -1 | . | 1 | 0.1
COc1cccc(CN(C)C(=O)c2ccc(C)c(S(=O)(=O)N3CCCCC3)c2)c1 | . | 3 | -24 | 2.6 | -133 | -7 | -3 | -0.4
CCOc1ccc(N2C(=O)CN(C)C2=S)cc1 | . | -5 | . | . | 5 | -2 | -3 | -0.1
O=C(Cn1c(=O)cnc2ccccc21)N1CCCc2ccccc21 | 0.0 | -13 | 12 | -2.1 | 3 | -10 | 3 | 0.3
C[C@@H]1CN([C@H](C)CO)C(=O)c2ccccc2-c2ccccc2CO[C@@H]1CN(C)C(=O)Nc1ccc(F)cc1 | 0.1 | 20 | -19 | 1.6 | 1 | -2 | 3 | 0.1
O=C1CCC/C=C\C[C@@H](CC(=O)N(CCO)Cc2ccccc2)C(=O)N2CCC[C@H]2CO1 | 0.2 | -11 | . | -2.5 | -2 | -3 | ? | 0.1
CCOc1ccc(Cl)cc1S(=O)(=O)N1CCC(C(=O)NCc2ccncc2)CC1 | . | 7 | 24 | -0.3 | 2 | -3 | 5 | 0.1
O=C(O)c1nn(CCOc2ccccc2F)c(=O)c2ccccc12 | 0.0 | -14 | 63 | -1.1 | -2 | -3 | -2 | 0.0
NS(=O)(=O)c1ccc2nc(NC(=O)C3=COCCO3)sc2c1 | 0.1 | -10 | -7 | 5.2 | 4 | 0 | 4 | 0.0
O=C(C[C@@H]1CC[C@H]2[C@@H](COC[C@@H](O)CN2Cc2ccc(Oc3ccccc3)cc2)O1)N1CCCCC1 | 0.0 | 12 | -34 | -0.5 | 0 | -8 | 10 | -0.1
Cc1ccc(NC(=S)Nc2ccc(-c3nnc4n3CCCCC4)cc2)cc1C | . | -13 | -11 | 1.3 | 0 | . | -4 | -0.1
CC(=O)c1c(C)[nH]c(C(=O)OCC(=O)Nc2ccc3c(c2)OCCO3)c1C | 0.4 | -10 | 20 | -3.4 | 0 | -11 | -3 | 0.3
CC(C)(C)[C@H]1COC(=O)CCCC/C=C\C[C@H](CC(=O)N(CCO)Cc2ccccc2)C(=O)N1 | -0.1 | -9 | -25 | 2.0 | 0 | 7 | 4 | 0.4
CCOCC(=O)OCC(=O)Nc1cc(OC)c([N+](=O)[O-])cc1C | 2.3 | -9 | 10 | 0.5 | -2 | . | . | 0.1
COc1cccc(NC(=O)N[C@@H]2C=C[C@H](CC(=O)NCc3ccccn3)O[C@H]2CO)c1 | 0.4 | -5 | 8 | -0.2 | 16 | -2 | -3 | 0.1
O=S(=O)(Nc1cccc(S(=O)(=O)N2CCCCCC2)c1)c1ccc(F)cc1F | 3.3 | -10 | -1 | -2.6 | 0 | . | -6 | 0.0
CC(CCN1CCC(CN2C(=O)C(=O)NC[C@@H]2Cc2ccccc2)CC1)c1ccccc1 (stereo not given in full) | . | -9 | 30 | 3.5 | 0 | -11 | 13 | -0.2
O=C(O)CC(NC(=O)C1c2ccccc2Oc2ccccc21)c1ccc(Cl)cc1 (stereo not given) | 0.4 | -1 | -15 | . | -1 | . | 3 | 0.3
COc1ccccc1NC(=O)C(C)Nc1ccc(C)c(Cl)c1 (stereo not given) | 0.5 | -17 | -7 | -1.2 | 6 | . | 1 | -0.2

Some of the entries above in a different format.
Fields: E-sel inducer	RAD52 anneal inh	INS-1E GSIS act	F508del corr	CASP6 VEID inh	RAD54 branch	DENV2 CPE	XiGFP reactiv
COc1cccc(CN(C)C(=O)c2ccc(C)c(S(=O)(=O)N3CCCCC3)c2)c1
→ .	3	-24	2.6	-133	-7	-3	-0.4
CCOc1ccc(N2C(=O)CN(C)C2=S)cc1
→ .	-5	.	.	5	-2	-3	-0.1
